# Bioassay records as filed in PubChem.
# Hsp70 displacement: small molecules displacing fluorescent ligand from Hsp70 – biochemical, fluorescence polarization, primary screen (AID 583); Hsp70 fluorescence polarization probe displacement, mP; higher % means a stronger effect; 140,000 tested, 0.06% active; one-dose displacement, % at 20 µM; IC50 in µM for titrated hits; in the data active = displacement above about 50%;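 also: plate controls were vehicle for no effect and reference ligand for full effect; a part of the inactive calls stands beside numbers as strong as those of hits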
# MKP-3 inhibition: inhibition of rat DUSP6 enzyme activity – biochemical, in vitro, primary screen (AID 425); recombinant MKP-3 phosphatase activity, fluorescence; higher % means a stronger effect; inhibition, % at 20 µM; hits with a dose series show IC50 in µM; 110,000 tested, 0.17% active; in the data active = inhibition above about 50%;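 also: plate controls were vehicle for no effect and reference inhibitor for full effect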
# Active calls of the source: *; . = not tested or not shown; & = joins results of further samples. An excerpt, so the mix of outcomes need not match the whole.
SMILES,Hsp70 displacement,MKP-3 inhibition
COCC(C)n1c(C)cc(C(=O)COC(=O)c2ccc3ncsc3c2)c1C (configuration not stated),-4.2%,-9.6%
CC1(C)CC(=O)C(/C=N/n2cnc3ccccc3c2=O)=C(O)C1,-4.5%,-8.1%
Cc1cnc(NC(=O)CCCc2nc3ccccc3s2)s1,2.4%,.
Cc1ccccc1C(=O)N1CCC(C(=O)Nc2ccc(S(=O)(=O)N3CCCC3)cc2)CC1,1.0%,-7.7%
Cc1cc2cc3c(cc2nc1SCC(=O)N1CCN(C(=O)c2ccco2)CC1)OCO3,-1.1%,2.5%
O=C(O)CCC(=O)Nc1ccccc1C(=O)NCc1ccco1,5.9%,.
CC(O)CNC(=O)c1ccc(-c2nn(C)c(=O)c3ccccc23)cc1 (configuration not stated),-2.3%,.
CC1CCCCN1C(=O)CSc1nnc(-c2ccco2)n1CC1CCCO1 (configuration not stated),4.5%,6.0%
CS(=O)(=O)N1CCN(c2ccccc2NC(=O)c2ccc(Cl)cc2)CC1,-0.2%,-7.7%
CC(C)c1ccc(N(CC(N)=O)S(=O)(=O)c2ccccc2)cc1,-0.3%,-1.1%
NC1=NC(=O)/C(=C/c2ccc(OC(=O)c3ccc(Cl)c(Cl)c3)cc2)S1,1.4%,3.4%
CCOC(=O)c1c(C)oc2ccc(O)c(CN(C)C)c12,1.3%,3.7%
COCCNC(=O)c1c(N)n(CCCn2ccnc2)c2nc3ccccc3nc12,3.5%,-1.6%
COc1ccc(-c2cc(C(F)(F)F)n3ncc(C(=O)N4CCOCC4)c3n2)cc1OC,0.7%,2.6%
O=C(Cn1ncc2c(=O)oc3ccccc3c21)NCCC1=CCCCC1,-0.4%,-9.2%
COc1ccc(OCCC(=O)NCc2ccccc2)cc1,-1.5%,11.0%
CCOc1cc(-c2noc(CCCC(N)=O)n2)cc(Br)c1OC,0.8%,-11.3%
Clc1ccc(OCc2nc(-c3ccncc3)no2)cc1,3.3%,.
O=C(c1cc(Br)c(Br)s1)N1CCN(C/C=C/c2ccccc2)CC1,4.7%,.
CCCN(CCC)C(=O)c1ccc2c(c1)OCO2,-2.3%,.
COc1ccc(Cl)cc1N=CC1=C(O)CC(C)(C)CC1=O,-2.4%,0.2%
Cc1cc(Cl)ccc1OCC(=O)Nc1ccc(Br)c(NC(=O)c2ccccc2)c1,-1.3%,-0.7%
COC(=O)c1cc(C#N)c(NCc2ccccc2)nc1C,0.7%,.
CC(c1ccccc1)C1CC(=O)N(CC(=O)O)C1=O (configuration not stated),2.9%,-7.3%
O=C(COC(=O)CSCC(=O)N1CCCCC1)Nc1ccc(Cl)cc1,5.6%,1.2%

# The closing 2 records of the part before lead into the next:
SMILES,Hsp70 displacement,MKP-3 inhibition
CC(c1ccccc1)C1CC(=O)N(CC(=O)O)C1=O (configuration not stated),2.9%,-7.3%
O=C(COC(=O)CSCC(=O)N1CCCCC1)Nc1ccc(Cl)cc1,5.6%,1.2%
CC(C)COn1c(=S)[nH]c2ccccc2c1=O,1.5%,.
Cc1ccc(N(CC(=O)Nc2ccc(Cl)cc2C)S(=O)(=O)c2ccc(F)cc2)cc1,-2.5%,4.0%
CCNC(=S)N1CCN(CCN=CC2=C(O)CC(c3cccs3)CC2=O)CC1 (configuration not stated),-0.6%,.
COc1cc(/C=N/NC(=O)Cc2nnc(N)s2)ccc1OCc1ccc(Cl)cc1Cl,3.3%,0.3%
CC(Oc1ccc(Cl)cc1Cl)C(=O)Nc1cccnc1 (configuration not stated),8.8%,.
O=C(/C=C/Nc1ccc(O)cc1)c1ccc(Br)cc1,-5.0%,2.8%
CCCCOc1ccc(N2C(=O)CC(N(O)c3ccccc3)C2=O)cc1 (configuration not stated),-1.9%,-0.1%
CC(=O)Nc1ccc(C2=N/C(=C/c3ccc(-c4ccc(C)c(Cl)c4)o3)C(=O)O2)cc1,-37.7%,3.9%
Cc1cc(C=C2C(=O)c3ccccc3C2=O)c(C)n1-c1cccnc1,2.9%,-1.1%
COC(=O)C1=CNC=C(C(=O)OC)C1c1cccc(OC)c1OC,4.9%,0.1%
O=C(c1ccccc1)c1ccc(C(=O)N(CCCCN2C(=O)c3ccccc3C2=O)c2ccc(F)cc2F)cc1,-0.5%,4.5%
CCN1C(=O)c2cccc3c(NC(=O)C(C)(C)C)ccc1c23,0.4%,-3.5%
COC1=CC(=O)CC(C)C12Oc1c(Cl)c(OC)cc(OC)c1C2=O (configuration not stated),-2.2%,-5.0%
O=C(Cn1c(=O)sc2ccccc21)NCc1ccco1,.,-12.1%
COc1ccc(N2C(N)=NC(N)=NC23CCCC3)cc1,7.4%,-9.1%
CS(=O)(=O)N1CCN(c2ccccc2NC(=O)Cc2ccccc2)CC1,-4.1%,1.0%
COc1ccc(NC(=O)c2ccccc2C(F)(F)F)c(OC)c1,0.8%,-0.1%
Nc1ncc(-c2ccc([N+](=O)[O-])cc2)cn1,-3.7%,-2.0%
Cc1cccc(/C=N/NC(=O)C(C)Nc2cccc3ccccc23)n1 (configuration not stated),0.7%,.
CC1SC(c2ccc(Cl)cc2Cl)NC1=O (configuration not stated),-1.1%&-3.6%,4.7%
CCOC(=O)Cc1csc(NC(=O)c2ccc(Cl)nc2)n1,-5.7%,.
Cc1c(Br)cc(C(=O)OC2CCN(C)CC2)c(C)c1C,2.2%,0.1%
O=C(Nc1c(C(=O)NCCc2ccccc2)cnn1-c1ccccc1)c1cccc(F)c1,-0.7%,2.1%
COc1ccccc1CNC(=O)CC(C)=O,-1.3%,0.6%
O=C(COc1cccc2ccccc12)NCc1ccco1,1.1%,-1.3%

# Reprinted at random: 5 records from the list.
SMILES,Hsp70 displacement,MKP-3 inhibition
COC(=O)C1=CNC=C(C(=O)OC)C1c1cccc(OC)c1OC,4.9%,0.1%
COc1ccc(N2C(N)=NC(N)=NC23CCCC3)cc1,7.4%,-9.1%
CC(=O)Nc1ccc(C2=N/C(=C/c3ccc(-c4ccc(C)c(Cl)c4)o3)C(=O)O2)cc1,-37.7%,3.9%
COc1cc(/C=N/NC(=O)Cc2nnc(N)s2)ccc1OCc1ccc(Cl)cc1Cl,3.3%,0.3%
COc1ccc(NC(=O)c2ccccc2C(F)(F)F)c(OC)c1,0.8%,-0.1%

# Following part
SMILES,Hsp70 displacement,MKP-3 inhibition
COC(=O)c1ccccc1NC(=O)Cn1c(SC)c(F)cnc1=O,2.7%,-3.6%
CC1(C)CC(=O)C2=C(C1)Nc1ccccc1NC2c1cccc(Br)c1 (configuration not stated),5.2%,3.0%
C/C(=C\C(=O)c1ccc(Cl)cc1)Nc1ccccc1O,1.9%,0.8%
COc1cccc(-c2nc(CS(=O)(=O)CC(=O)N3CCN(c4ccccn4)CC3)c(C)o2)c1,-2.3%,-2.4%
Cc1noc(/C=C/N(C)C)c1S(=O)(=O)N1CCc2ccccc21,-0.7%,5.8%
C=CCn1c(SCC(=O)NC2CCCC2)nc2scc(-c3ccco3)c2c1=O,-7.8%,9.3%
CCOc1ccc(C(=O)NC2CCN(S(C)(=O)=O)CC2)cc1,-1.7%,-2.0%
COc1ccc(S(=O)(=O)N2CCCC2C(=O)Nc2ccc(O)cc2)cc1 (configuration not stated),0.2%,-7.3%
O=C(CSc1nnc([C@@H]2CCCN2)o1)c1ccc(Cl)cc1,0.6%,-6.4%
CC1CCCN(C(=O)Nc2cccc(NC(=O)N3CCCC(C)C3C)c2)C1C (configuration not stated),-7.1%,-12.0%
C/C(=N\NC(=O)c1cc(C2CC2)[nH]n1)c1ccc(Br)cc1,-2.5%,0.6%
COc1ccccc1N(C(=O)c1snc(C(N)=O)c1N)C(C(=O)NCCC(C)C)c1ccco1 (configuration not stated),-0.4%,0.8%
COC(=O)C1=C(C)NC2=C(C(=O)CC(c3cccs3)C2)C1c1ccc(C)o1 (configuration not stated),2.3%,-0.3%
CN1CCCc2c1nc1c(c2N)CCCC1,1.7%,0.7%
COc1ccc(C2NC(=S)NC(C)=C2C(=O)Nc2ccccc2)cc1OC (configuration not stated),2.1%,2.8%
COc1ccc(/C=C2\SC(=S)N(CCS(=O)(=O)O)C2=O)cc1,3.3%,4.1%
O=c1oc2cc(OCc3nn[nH]n3)ccc2c2c1CCCC2,-2.2%,-2.2%
Cn1c(=O)c2[nH]c(NCC3CCCO3)nc2n(-c2ccccc2)c1=O (configuration not stated),-1.3%,-5.5%
COc1ccc(/C=N/OCC(=O)N2CCN(C(c3ccccc3)c3ccccc3)CC2)cc1OC,1.6%,5.9%
CC(C)(C)c1cc(N2C(=O)C(=O)/C(=C(/O)c3ccc(Cl)cc3)C2c2cccc(F)c2)no1 (configuration not stated),0.8%,1.1%
O=c1[nH]c(=O)n(Cc2ccccc2)c2c1CCC2,1.3%,6.0%
Cc1ccc(-n2cc(-c3ccccc3)[nH]c2=O)cc1F,-4.8%,4.3%
CCCN(CCC)C(=O)CP(=O)(c1ccccc1)c1ccccc1,3.1%,.
Cc1cc(Cl)ccc1OC(C)C(=O)N1CCN(c2cccc(Cl)c2)CC1 (configuration not stated),1.1%,7.0%
CCOC(=O)C(Sc1ncn[nH]1)c1ccccc1 (configuration not stated),2.8%,-6.9%
# Other records follow:
SMILES,Hsp70 displacement,MKP-3 inhibition
O=c1[nH][nH]c(C(F)(F)F)c1C=NCc1ccccc1Cl,-4.1%,.
Cc1cccc(-c2nc(CS(=O)CC(=O)N3CCN(C)CC3)c(C)o2)c1 (configuration not stated),1.2%,-5.5%
COC(=O)c1c(NC(=S)Nc2ccccc2)sc2c1CCCC2,-1.5%,1.4%
COC(=O)[C@@H](NC(=O)NCc1ccc(F)cc1)C(C)C,0.2%,.
COC(=O)c1cccc(N2C(=O)c3cccnc3C2=O)c1,-3.4%,-15.1%
Cc1onc(-c2ccccc2Cl)c1C(=O)N1CCc2ccccc2C1,0.2%&3.2%,1.0%
Cc1ccc(C2OC(=O)c3ccccc32)cc1 (configuration not stated),0.1%,-1.1%
CCN1/C(=C/C(C)=O)Sc2ccccc21,-5.1%,5.5%
CCN1CCn2c1nc(N1CCOCC1)nc2=O,.,-3.9%
CN1C(=O)/C(=C2\SC(=S)N(C3CCS(=O)(=O)C3)C2=O)c2ccccc21 (configuration not stated),-6.0%,3.5%
O=C(NCCc1ccccc1)c1c(F)cccc1Cl,0.3%,0.4%
COc1ccc(/C=C2\SC(=S)N(C(C)C(=O)O)C2=O)cc1 (configuration not stated),-2.8%,-0.8%
CC1(C)CC(=O)C(CC2=C(O)CC(C)(C)CC2=O)C(=O)C1,4.0%,-2.5%
O=C(NCC1CCCO1)c1ccc2ccccc2n1 (configuration not stated),-1.0%,.
CCc1ccccc1Nc1ccc(C(=O)O)cc1N,-4.8%,8.8%
Cn1c(=O)c2c(nc(NCc3ccccc3)n2C)n(C)c1=O,-2.5%&0.2%,-6.5%&1.1%
O=C(Cn1cc(C(=O)c2ccco2)c2ccccc21)NCc1ccco1,2.0%,.
CCOC(=O)N1CCC(n2c(SCC(=O)N3CCC(C)CC3)nc3ccccc3c2=O)CC1,16.2%,.
CCC(=O)Nc1c(OC(=O)CC)ccc2c(C)cc(=O)oc12,11.0%,1.2%
CCc1c(C)nc(N)nc1N1CCCC1,0.3%,3.1%
CCOc1ccc(NC(=O)C2CC(=O)N3CCCN=C3S2)cc1 (configuration not stated),0.2%,-6.3%
O=C(CC1CCCCC1)Nc1ccc(Br)cc1,2.8%,2.6%
COC(=O)CSc1cc(C)nc2ccc(OC)cc12,-2.5%,.
CSc1ccc(/C=N/n2c(C)cc(C)cc2=O)cc1,3.0%,-5.1%
CCN1C(=O)/C(=C2\SC(=S)N(C3CCS(=O)(=O)C3)C2=O)c2ccccc21 (configuration not stated),0.6%,3.6%

# A draw from above in order of count of non-hydrogen atoms, low to high:
SMILES,Hsp70 displacement,MKP-3 inhibition
O=C(NCCc1ccccc1)c1c(F)cccc1Cl,0.3%,0.4%
O=c1[nH][nH]c(C(F)(F)F)c1C=NCc1ccccc1Cl,-4.1%,.
CC1(C)CC(=O)C(CC2=C(O)CC(C)(C)CC2=O)C(=O)C1,4.0%,-2.5%
O=C(Cn1cc(C(=O)c2ccco2)c2ccccc21)NCc1ccco1,2.0%,.

# The results go on.
SMILES,Hsp70 displacement,MKP-3 inhibition
COC(=O)C1=C(C)N(C)C(=O)/C1=C\c1cccs1,2.7%&-2.1%,-0.3%
CN1CCN(CCP(=O)(c2ccccc2)c2ccccc2)CC1,.,-15.7%
COCCOC(=O)c1c(C)oc2ccc(OC(=O)c3cccs3)cc12,3.0%&-4.9%,-17.5%&4.4%
CC(C)(C)c1ccc(S(=O)(=O)Nc2cccnc2)cc1,3.4%,.
O=C1C(=O)N(CCCn2ccnc2)C(c2ccc([N+](=O)[O-])cc2)/C1=C(\O)c1ccc(Cl)cc1 (configuration not stated),4.3%,0.5%
COC(=O)C(C)Sc1nnc(Cc2cc(=O)[nH]c(=O)[nH]2)n1-c1cc(C)ccc1C (configuration not stated),-4.1%,-3.9%
COc1ccc(C(=O)Nc2nc3ccccc3[nH]2)cc1OC,2.0%,-13.4%
COc1cc(C2C(C(=O)N3CCOCC3)=C(C)NC3=C2C(=O)CCC3)ccc1OC(C)=O (configuration not stated),3.2%,9.8%
COc1cccc(NC(=O)C(=O)N/N=C/c2ccc(O)c(OC)c2)c1,3.3%,0.0%
Cc1cc(C)nc(N2CCN(c3nc(C)cc(C)n3)CC2)n1,6.4%,2.3%
CC1CCC(C(C)C)C(OC(=O)CSc2nc(N)cc(=O)[nH]2)C1 (configuration not stated),-0.1%,.
O=C(CCSc1nc(-c2ccco2)cc(C(F)(F)F)n1)N1CCCc2ccccc21,8.9%,3.9%
COC(=O)[C@H](CC(C)C)NC(=O)Nc1ccc2c(c1)OCCO2,-5.9%,2.1%
O=C(CN1CCCCC1)Nc1ccccc1I,0.6%,-3.4%
COc1ccccc1CNC(=O)COc1ccc(Cl)cc1Br,-7.9%,2.8%
